# VIM-2 inh = inhibitors of Pseudomonas aeruginosa VIM-2 metallo-beta-lactamase. purified VIM-2, nitrocefin hydrolysis, epi-absorbance fluorescence. inhibition, % at 5.6 µM. 290,000 tested, 0.89% active. AID 1527;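 active means inhibition above the mean of all tested compounds plus 3 SD, cutoff set per screening run, cut at about 7.5% in these data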;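 further: red hydrolysis product quenches plate fluorescence so inhibitors raise well fluorescence; 0% = enzyme with DMSO and 100% = DMSO without enzyme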
# HCV NS3 hel inh = HCV NS3 helicase inhibition. NS3 helicase DNA unwinding, Cy5 molecular beacon fluorescence. inhibition, % at 10.9 µM. 290,000 tested, 0.56% active. AID 1800;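 active means inhibition above the mean of all tested compounds plus 3 SD, set per campaign, cut at about 35% in these data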;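 further: 0% = DMSO wells and 100% = thioflavine S control wells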
#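 System: Hepatitis C virus NS3 helicase domain fragment enzyme | Reagent: Annealed dual-labelled DNA beacon duplex, ATP-started | Compound dosing: 10.9 µM single point, 0.8% DMSO | Incubation: 1 h reaction at 25 °C, ATP-initiated | Technique: Cy5 fluorescence | Evaluation: Percent inhibition from t60/t0 fluorescence ratio | Benchmarks: Low DMSO, high thioflavine S at 110 µM | Replication: Singlicate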
# MEKK3 PB1 HTS = MEKK3-MEK5 PB1 interaction, increase or decrease. 290,000 tested, 1.4% active. bead-based flow cytometry, Alexa488-MEK5 binding to MEKK3; actives lie on both sides; 0 = blocked by unlabeled MEK5, 100 = vehicle. binding response (% of control), % at 10 µM. Q99759;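 active means binding response more than 3 SD above or below the average of its plate-row segment, actives on both sides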;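 further: Alexa488 bead fluorescence after subtracting the streptavidin-only scavenger bead signal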
# IMP-1 inh = blocks Pseudomonas aeruginosa IMP-1 metallo-beta-lactamase. AID 1556. 290,000 tested, 0.45% active. inhibition, % at 5.6 µM. purified IMP-1, nitrocefin hydrolysis, epi-absorbance fluorescence;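 active means inhibition above the mean plus 3 SD of all compounds in the same screening run, cut at about 4.5% in these data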;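 further: 0% = IMP-1 with DMSO and 100% = DMSO wells lacking enzyme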
#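 System: Purified recombinant IMP-1 metallo-beta-lactamase enzyme | Measured by: Fluorescence quenching readout, ex 480/em 530 nm | Replication: Singlicate | Incubation: 15 min preincubation plus 25 min reaction at 25 °C | Evaluation: Percent inhibition from optical density relative to buffer-blank wells | Benchmarks: DMSO with and without IMP-1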
# pCIP destab = p/CIP protein destabilization; AID 1984; 290,000 tested, 0.01% active; F442A p/CIP-EGFP cells, EGFP fluorescence, 16 h; decrease of EGFP signal, % at 10 µM; Q05BA5;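 active means EGFP signal decrease of at least 30% at 10 µM or well 3 SD below plate mean, unless failing retest; inactive means the rest, including hits failing retest or dose response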; further: some compounds called inactive have numbers as strong as hits; many of its hits are not listed in these tables
# IDE act = IDE (human) activation, cell-based; P14735; HEK cells, FAbeta-B cleavage, fluorescence polarization; 0% vehicle, 100% cell-free pure enzyme wells; activation, % at 5.96 µM; 340,000 tested, 0.073% active; AID 493087;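 active means activation above the mean of all tested compounds plus 3 SD, set per screening campaign, cut at about 17% in these data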
# Target sequence (P14735 whole entry, looked up): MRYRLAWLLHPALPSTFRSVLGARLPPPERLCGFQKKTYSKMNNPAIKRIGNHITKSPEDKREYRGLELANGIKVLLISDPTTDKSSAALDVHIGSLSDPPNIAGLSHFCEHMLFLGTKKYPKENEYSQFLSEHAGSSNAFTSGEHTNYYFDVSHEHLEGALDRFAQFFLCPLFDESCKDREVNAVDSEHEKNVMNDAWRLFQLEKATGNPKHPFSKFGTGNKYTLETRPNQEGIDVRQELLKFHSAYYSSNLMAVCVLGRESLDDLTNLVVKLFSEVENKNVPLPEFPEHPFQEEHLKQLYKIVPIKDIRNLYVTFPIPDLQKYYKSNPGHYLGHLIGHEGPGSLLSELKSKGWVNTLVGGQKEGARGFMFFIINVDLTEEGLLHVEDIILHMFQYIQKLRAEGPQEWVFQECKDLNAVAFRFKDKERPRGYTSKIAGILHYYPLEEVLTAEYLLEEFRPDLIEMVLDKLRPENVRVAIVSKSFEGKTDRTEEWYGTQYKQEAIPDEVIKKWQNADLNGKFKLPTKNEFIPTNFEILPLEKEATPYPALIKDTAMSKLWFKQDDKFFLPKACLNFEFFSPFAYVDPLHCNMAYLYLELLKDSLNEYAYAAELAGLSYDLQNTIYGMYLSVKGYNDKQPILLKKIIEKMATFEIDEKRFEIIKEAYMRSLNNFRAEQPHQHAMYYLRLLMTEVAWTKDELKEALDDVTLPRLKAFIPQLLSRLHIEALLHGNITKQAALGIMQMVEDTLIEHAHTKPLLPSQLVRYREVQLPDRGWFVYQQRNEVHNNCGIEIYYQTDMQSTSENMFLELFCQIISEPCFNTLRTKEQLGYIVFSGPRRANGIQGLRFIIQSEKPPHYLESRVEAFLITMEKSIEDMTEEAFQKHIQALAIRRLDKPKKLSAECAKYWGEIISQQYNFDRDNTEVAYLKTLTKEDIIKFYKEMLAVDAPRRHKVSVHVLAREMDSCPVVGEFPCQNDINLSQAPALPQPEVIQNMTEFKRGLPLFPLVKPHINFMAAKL
# UBC9 SUMO inh = blocks human SUMOylation mediated by UBC9; P63279; inhibition, % at 35 µM; HTRF SUMOylation assay, SAE1/SAE2 + UBC9, in vitro; 290,000 tested, 0.36% active; in the data active means inhibition above about 50%, passing the limit was not always enough; further: strong numbers were not always called active
# PHOSPHO1 inh = inhibitors of human PHOSPHO1 phosphatase | inhibition, % at 13.3 µM | AID 1565 | recombinant PHOSPHO1, absorbance phosphatase assay | 290,000 tested, 1.1% active; in the data active means inhibition above about 60%
# FID counter = displaces DNA intercalator in HCV helicase counter-screen; DNA fluorescent intercalator displacement, fluorescence; AID 1845; 290,000 tested, 0.17% active; inhibition, % at 7.9 µM; in the data active means inhibition above about 37%;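 further: 0% = vehicle and 100% = reference compound; higher means more ethidium bromide displaced from hairpin DNA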
# * hit, by the source's call; nt = no result given; [ ] = remark or other dose. This is a subset; count on the stated rates, not on these rows.
SMILES,VIM-2 inh,HCV NS3 hel inh,MEKK3 PB1 HTS,IMP-1 inh,pCIP destab,IDE act,UBC9 SUMO inh,PHOSPHO1 inh,FID counter
Cc1cc(-c2ccccc2)nc(N/N=C/c2ccccc2)n1,-0.9,5.6,99.0,1.6,-16.2,-6.7,13.0,26.9,-24.2
C[C@H]1C=C(C(=O)N2CCN(Cc3ccc4c(c3)OCO4)CC2)O[C@@H](OCc2ccc(CO)cc2)C1,-0.1,-2.5,107.0,-2.7,4.8,5.5,16.0,3.8,-27.1
CC1CCc2c(sc3ncnc(SCC(=O)Nc4ccc(C(=O)O)cc4)c23)C1 (configuration not stated),-0.4,-6.0,104.0,-3.0,9.5,0.0,16.9,55.3,-28.6
COc1ccccc1N1CCN(C(=O)CCC(=O)Nc2nnc(C(C)C)s2)CC1,2.7,-2.0,99.0,-1.6,-0.8,1.6,3.7,16.9,-57.4
N#Cc1cccc(CN2CCC(=O)N([C@H](CO)Cc3ccccc3)CC2)c1,-5.3,13.2,102.0,-2.8,-11.3,2.0,6.9,-13.0,-22.8
Cc1ccc(NC(=O)CC2SC(=NC3CCCCC3)NC2=O)cc1 (configuration not stated),-4.3,8.2,102.0,-1.6,-12.3,-2.9,3.0,-25.0,-24.5
CN(C)/C=C1\N=C(c2ccc3c(c2)OCO3)OC1=O,-2.8,2.1,99.0,-6.0,6.7,-2.4,0.3,-0.8,0.6
O=c1[nH][nH]c(C(F)(F)F)c1C=Nc1ccc(Cl)cc1,2.0,12.0,105.0,-0.3,3.6,0.7,16.3,-2.8,4.8
O=C1c2ccccc2C(=O)N1CCc1nc(-c2ccccn2)no1,-1.6,0.8,103.0,-4.1,-8.0,8.2,7.8,-44.6,-1.3
COc1ccc(C(=O)C2CCCN(C(=O)c3ccnn3C)C2)c(C)c1 (configuration not stated),-0.3,-0.1,100.0,0.4,-10.1,-2.2,1.9,24.0,-24.6
Cc1ccc(C2/C(=C(\O)c3ccc4c(c3)OCCO4)C(=O)C(=O)N2CCCN(C)C)o1 (configuration not stated),0.0,1.6,87.0,-0.1,-5.9,nt,-24.3,5.1,-0.5
O=C(O)CCCCCN=C1CCc2ccccc2N1,-3.4,-1.3,96.0,-4.5,-4.2,-3.1,-2.0,1.7,0.9
COc1ccc2c(c1)C1NC(=S)N[C@@](C)(O2)C1C(=O)Nc1ccccc1 (some centres not stated),-4.4,-1.1,114.0,-4.1,-7.3,-10.8,3.2,21.6,3.2
Cc1ccc2[nH]c(=O)c(CN(C)C(=O)c3cccs3)cc2c1,-0.6,-0.3,99.0,-2.7,0.6,7.5,13.0,-18.8,-1.9
O=C(NC(=S)Nc1ccccc1)c1ccc(Br)o1,-1.9,2.1,104.0,-2.5,-3.6,-3.0,-3.7,-34.8,-4.6
CCOC(=O)N1CCN(C(=O)COC(=O)c2cc(Cl)c(O)c(Cl)c2)CC1,-0.5,1.2,102.0,-1.1,-5.9,4.3,3.7,47.0,-18.6
Cc1csc(NC(=O)c2cc(C)nc3ccccc23)n1,-3.1,2.7,106.0,-2.4,-7.0,5.7,7.7,-65.2,1.8
COc1ccc(NC(=O)c2ccco2)cc1NC(=O)c1cccs1,-3.2,-2.5,101.0,-3.5,-15.2,2.6,14.7,-24.6,-8.0
CCn1cc(C(=O)OCC(=O)N(C)Cc2ccccc2)c(=O)c2ccc(C)nc21,-2.0,-1.8,99.0,-2.0,-1.3,5.8,-5.9,-15.6,-18.8
Cc1cccc(NC(=O)c2ccc(-n3cccn3)c([N+](=O)[O-])c2)c1,-3.6,3.8,104.0,-8.2,-11.0,-6.3,2.0,15.9,-1.8

# Single records, as listed above. Screens in order: VIM-2 inh	HCV NS3 hel inh	MEKK3 PB1 HTS	IMP-1 inh	pCIP destab	IDE act	UBC9 SUMO inh	PHOSPHO1 inh	FID counter
# Profile of Cc1ccc2[nH]c(=O)c(CN(C)C(=O)c3cccs3)cc2c1 = -0.6	-0.3	99.0	-2.7	0.6	7.5	13.0	-18.8	-1.9
# Profile of COc1ccc2c(c1)C1NC(=S)N[C@@](C)(O2)C1C(=O)Nc1ccccc1 (some centres not stated) = -4.4	-1.1	114.0	-4.1	-7.3	-10.8	3.2	21.6	3.2
# Profile of CCn1cc(C(=O)OCC(=O)N(C)Cc2ccccc2)c(=O)c2ccc(C)nc21 = -2.0	-1.8	99.0	-2.0	-1.3	5.8	-5.9	-15.6	-18.8

# Additional results
SMILES,VIM-2 inh,HCV NS3 hel inh,MEKK3 PB1 HTS,IMP-1 inh,pCIP destab,IDE act,UBC9 SUMO inh,PHOSPHO1 inh,FID counter
CC(=O)Nc1ccc(S(=O)(=O)N2CCN(C(=O)N3CCOCC3)CC2)cc1,-0.3,2.5,99.0,-3.9,7.8,3.8,12.4,41.9,0.8
CCN(CC)CCNS(=O)(=O)c1ccc(Cl)cc1,-1.9,-2.4,108.0,-0.5,-13.3,-0.9,26.5,23.9,3.4
CC(C)CNC(=S)NC(=O)c1ccc([N+](=O)[O-])cc1,0.0,-4.0,98.0,-2.2,-10.9,-3.0,-24.0,19.5,0.4
Cc1coc2c(C)c3oc(=O)c(CCC(=O)NCCC(=O)O)c(C)c3cc12,5.4,21.8,99.0,-1.8,14.3,1.3,22.2,-20.3,-25.2
COc1ccc(Nc2nc3c(C)cccc3cc2C#N)cc1,1.2,7.8,85.0,-1.5,-0.4,10.7,20.4,-18.3,2.4
CC(NC(=O)c1ccc(C(C)(C)C)cc1)C(=O)O (configuration not stated),-4.5,11.6,106.0,-3.0,-1.1,3.8,2.3,3.9,-3.4
COc1ccc(NC(=O)c2sc(SCc3ccccc3)nc2N)cc1,-0.3,-9.1,113.0,-0.6,-10.1,-3.4,-15.5,36.3,-6.2
Cc1cc(Cl)cc(Cl)c1OCCN1CCCC1,-2.7,-3.0,104.0,-0.9,-1.7,5.9,-2.0,24.3,2.2
C=CC[n+]1c(-c2ccccc2)csc1NC(C)(C)C,-2.2,0.4,99.0,-3.4,4.8,1.3,5.4,23.6,-0.4
CCOc1ccc(C2N(c3cc(C)on3)C(=O)C3CCCN32)cc1OC (configuration not stated),-3.2,11.8,-1.0*[inhibitor],-6.3,13.4,4.9,-21.2,3.4,-1.6
CC1(C)Cc2c(cnn2-c2ccc(F)cc2)C(NC(=O)CCN2CCCC2=O)C1 (configuration not stated),-2.2,-1.1,100.0,-1.1,1.7,3.7,3.0,44.5,-26.3
CCNC(=O)N1C(=O)C2(OCCO2)c2ccccc21,-3.4,-1.5,101.0,-2.6,1.5,5.6,12.6,8.6,2.8
CS(=O)(=O)Nc1cccc(C2=NN(C(=O)c3ccccc3)C(c3cccs3)C2)c1 (configuration not stated),-1.3,2.9,103.0,-2.0,4.8,1.3,-13.1,19.7,-22.1
NC(=O)c1ccsc1NC(=O)COC(=O)/C=C/c1ccc([N+](=O)[O-])cc1,-1.6,5.5,102.0,-1.6,-1.7,5.0,23.3,15.9,-0.4
CC(=O)c1ccccc1OC(=O)CCN1C(=O)C2C3C=CC(C4CC34)C2C1=O (configuration not stated),-0.8,4.2,60.0,-0.6,-10.5,3.5,11.1,51.4,-8.4
N#C/C(=C/c1ccc(O)c(O)c1)C(=O)NCc1ccc(Cl)cc1,-1.4,4.7,100.0,0.0,-20.1,-31.6,-13.2,8.7,9.0
CC(=O)Nc1nc(C)c(Oc2cccc(C(F)(F)F)c2)c(=O)[nH]1,0.4,-5.4,97.0,0.7,-5.4,7.4,-0.6,49.1,-3.2
COc1ccccc1CNCc1cc(OC)c(OC)cc1OC,-1.2,-1.6,98.0,-1.9,-0.9,2.5,-7.8,-9.8,6.8
N=c1c2c3c(sc2ncn1N)CCCCC3,-0.6,-0.8,98.0,-3.5,1.3,2.4,3.8,23.4,-2.0
COc1cccc(Nc2nnc(SCN3C(=O)c4ccccc4C3=O)s2)c1,-2.9,4.8,97.0,0.6,-6.2,-1.6,11.6,-6.0,-0.2
O=C(O)[C@@H]1CCCN1C(=O)c1ccco1,-4.3,3.8,97.0,-3.6,-10.1,2.6,11.5,-26.6,6.4
COc1ccc(N(CC(=O)Nc2cccc([N+](=O)[O-])c2C)S(C)(=O)=O)cc1OC,-0.2,5.5,102.0,-2.1,-7.4,0.6,-22.3,-6.7,0.5
CCOC(=O)c1c(NC(=O)/C=C\C(=O)O)sc(C)c1-c1ccccc1,-4.7,34.3,82.0,-4.7,-0.1,7.0,8.2,-27.7,-31.7
Cc1cc(S(=O)(=O)Nc2c(C)nc3nc[nH]n3c2=O)ccc1F,0.7,4.5,95.0,-0.2,-7.6,-1.2,16.8,17.7,-0.2
CC1=C([N+](=O)[O-])C(c2ccccc2)NC(=O)N1 (configuration not stated),-0.7,4.7,101.0,-2.3,-4.5,3.3,6.8,40.8,-0.8
CCCC(C)C(=O)Nc1ccc(S(N)(=O)=O)cc1 (configuration not stated),2.3,-5.8,102.0,1.1,2.4,0.5,-1.4,10.5,0.5
O=C(NC1CCCC1)C(c1ccncc1)N(C(=O)c1csnn1)c1cccc(Cl)c1 (configuration not stated),0.0,13.7,98.0,-0.5,-2.6,-2.1,13.5,-18.3,-16.3
CC1=[N+]([O-])C(C)(C)C(c2ccc(Br)cc2)=[N+]1[O-],-1.9,-4.3,96.0,-2.6,-29.2,5.7,13.2,29.1,-6.2
NC1=NC(=O)/C(=C/c2cn(CCC(=O)O)nc2-c2ccc(F)cc2)S1,-2.4,-6.8,129.0*,-4.1,-0.4,1.2,9.7,5.8,-7.8
CCS(=O)(=O)N1Cc2ccccc2CC1C(=O)Nc1nc2ccc(F)cc2s1 (configuration not stated),-0.8,0.2,103.0,-3.8,-12.8,3.0,17.2,-22.6,-0.5
CC(=O)Nc1cccc(-c2csc(Nc3ccc(C)cn3)n2)c1,-3.9,-5.1,92.0,-4.6,8.9,0.8,-4.7,-18.9,-15.4
CCCCc1nc(N)c(C#N)c(-c2ccco2)c1CCC,0.5,-3.2,105.0,-1.4,-21.6,4.6,12.8,-7.1,-13.3
CC(C)Cc1csc(NC(=O)c2ccccc2Cl)c1C(=O)O,-2.9,32.3,107.0,-1.2,5.3,4.9,12.0,4.9,-19.8
O=C(Nc1ccc2c(c1)OCCO2)C(=O)c1c[nH]c2ccccc12,-1.9,-6.0,106.0,-4.2,-15.8,-2.4,3.5,57.6,-2.7
Cc1cc(C(=O)CSc2ncccn2)c(C)n1-c1cccc(F)c1,0.3,1.0,108.0,-0.1,-8.1,-1.9,9.2,2.4,-19.3
COc1ccc(S(=O)(=O)N2CCCCC2)cc1NC(=O)CN(C)C1CCCCC1,-5.4,10.4,114.0,-4.0,-5.3,3.6,-8.1,22.8,12.5
CCC(=O)NC(=S)Nc1ccc(S(=O)(=O)NC2CCCCC2)cc1,-1.5,1.9,106.0,-2.2,-14.3,1.9,10.5,3.4,-27.1
O=C(N/N=C/C1CC2CCC1C2)C1CC1 (configuration not stated),-2.9,2.5,99.0,-3.6,-0.7,-0.7,-4.9,18.5,-3.7
